Compound activity (PubChem)
Menin-MLL TR inh: displaces Texas Red mutant MLL peptide from human menin. Menin + Texas Red MLL mutant peptide, fluorescence polarization. Potency, µM (doses to about 61.6 µM), for the others: at the top dose FP activity change, negative = inhibition, usual class: inhibitors. hit rate 0.23% among 270,000. AID 1768; active means well fitted inhibition curve with a large enough effect in the polarisation, with a control signal flat, not every such curve was filed as active; inconclusive means small, poorly fitted or top-dose-only effect, or effect the other way, or a change in a side signal; inactive means no such curve, though single readings can be large or run the other way; the % refers to the polarisation; further: potency means the concentration at half of the fitted maximal effect; % of control where 0% means no effect; many of its hits are not listed in these tables
Mito fusion act: inhibitors of mitochondrial division or activators of mitochondrial fusion. S. cerevisiae fusion-defective mutant growth rescue, CellTiterGlo 48 h. Potency, µM (doses to about 46.1 µM), without a hit: at the highest dose growth rescue (activation), usual class: activators. hit rate 0.23% among 320,000;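 further: potency means the concentration at half of the fitted maximal effect; % of control where 0% means no effect; nearly all actives have a fitted effect of over 45% in size; temperature-sensitive fusion mutants such as fzo1-1 at 37 °C on non-fermentable ethanol glycerol medium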
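Compounds are tested for their ability to restore growth of mitochondrial fusion-defective yeast strains at non-permissive 37C in YPEG medium over 48 hours. Viability is quantified by luciferase luminescence.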
CXXC DNA block: MLL CXXC-DNA interaction inhibition. Q03164. MLL-CXXC / FITC-HOXA9 DNA fluorescence polarization. Potency, µM (doses to about 115 µM), for the others: at the top dose activity change, negative = inhibition, most hits filed as inhibitors. hit rate 0.037% among 290,000. AID 2662; active means well fitted inhibition curve with a large enough effect in the polarisation, with a control signal flat, not every such curve was filed as active; inconclusive means small, poorly fitted or top-dose-only effect, or effect the other way, or a change in a side signal; inactive means no such curve, though single readings can be large or run the other way; the % refers to the polarisation; further: potency means the concentration at half of the fitted maximal effect
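Purified MLL-CXXC (added from a 7 uM solution) was preincubated 5 min at ambient with pinned compounds in 50 mM Tris-HCl pH 7.5, 50 mM NaCl, 1 mM DTT, 0.05% BSA. Fluorescein-labeled HOX-A9 DNA (50 nM solution) followed, 30 min, then polarization read.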
a7 integrin act: activators of alpha7 integrin expression for muscular dystrophy | alpha7betagal myoblasts, beta-gal FDG fluorescence, 48 h | hit rate 0.064% among 350,000 | Potency, µM (doses to about 38.3 µM), without a hit: top-dose activation, most hits filed as activators;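 further: potency means the concentration at half of the fitted maximal effect; 100% = response of the positive control SU9516; nearly all actives have a fitted effect of over 60% in size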
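Alpha7betagal+/- myoblasts (passage 13) were plated 16-24 hr, then exposed to compounds (1:260 dilution of DMSO stock) for 48 hours at 37C. After MPER lysis, β-galactosidase reporter activity was read as FDG fluorescence (ex 480/em 540) after 30 minutes.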
PTAP TSG101 blk: blocks PTAP/TSG101 interaction to inhibit HIV-1 budding. Q99816. Fluorescence polarization, FITC-PTAP peptide / Tsg101 binding. Potency, µM (titrated, usually from 115 µM), without a hit: at the top dose activity change, negative = inhibition, most hits filed as inhibitors. 340,000 tested, under 10 active. AID 493005; active means well fitted inhibition curve with a large enough effect in the main read-out, with a control signal flat, not every such curve was filed as active; inconclusive means small, poorly fitted or top-dose-only effect, or effect the other way, or a change in a side signal; inactive means no such curve, though single readings can be large or run the other way; further: potency means the concentration at half of the fitted maximal effect; % of control where 0% means no effect
Target sequence (Q99816 whole entry, looked up): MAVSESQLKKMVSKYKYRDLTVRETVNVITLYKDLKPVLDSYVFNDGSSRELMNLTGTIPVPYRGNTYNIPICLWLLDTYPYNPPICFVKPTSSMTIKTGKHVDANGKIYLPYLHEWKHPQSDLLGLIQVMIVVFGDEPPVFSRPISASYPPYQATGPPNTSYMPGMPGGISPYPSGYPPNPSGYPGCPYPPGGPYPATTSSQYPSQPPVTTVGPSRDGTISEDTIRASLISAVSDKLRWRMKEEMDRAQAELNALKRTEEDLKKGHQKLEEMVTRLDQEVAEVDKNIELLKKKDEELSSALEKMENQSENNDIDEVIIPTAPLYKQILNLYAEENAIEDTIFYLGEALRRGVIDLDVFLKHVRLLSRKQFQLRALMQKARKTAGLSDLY
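FP read-out: FITC-PTAP peptide, 50 nM final, binding Tsg101 binding domain, 10 uM final; 20 min, r.t.; 10 mM HEPES pH 7.5, 0.15 M NaCl, 0.01% Tween 20, 3 mM EDTA, 0.1 mM TCEP.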
MBNL1 CUG block: blocks human MBNL1 binding to CUG repeat RNA. Q9NR56. TR-FRET MBNL1-His/biotin-(CUG)12 binding, 665/545 ratio. Potency, µM (highest dose often 57.5 µM), for the others: top-dose activity change, negative = inhibition, actives largely listed as inhibitors. hit rate 0.036% among 280,000. AID 2675; active means well fitted inhibition curve with a large enough effect in the signal ratio, with a control signal flat, not every such curve was filed as active; inconclusive means small, poorly fitted or top-dose-only effect, or effect the other way, or a change in a side signal; inactive means no such curve, though single readings can be large or run the other way; the % refers to the signal ratio; further: potency means the concentration at half of the fitted maximal effect; on the % scale 0 is the no-effect control and ±100 the full control effect
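Ratiometric TR-FRET (665 over 545 nm, excitation 340 nm) tracks disruption of MBNL1-His/biotin-(CUG)12 complex after 60 min at room temperature, with compounds at 92 nM to 58 uM final.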
TCR act: T cell receptor activation; Potency, µM (titrated, usually from 9.22 µM), inactives show at the top dose activation of IL-2 secretion, usual class: activators; primary human leukocytes, anti-CD3, IL-2 HTRF, 48 h; 330,000 tested, under 10 active; further: % of control where 0% means no effect
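Primary human leukocytes incubated 48 hr with anti-CD3 beads plus compound, without co-stimulation. Secreted IL-2 measured by HTRF (europium cryptate/d2 anti-IL-2 pair, 320 nm excitation, 665 nm emission).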
S-ASM inh: inhibitors of human secretory acid sphingomyelinase | AID 504937 | P17405 | placental ASM, HMU-PC fluorogenic substrate, 60 min | hit rate 0.006% among 340,000 | Potency, µM (highest dose often 57.5 µM), inactives show at the highest dose activity change, negative = inhibition, hits mostly inhibitors; further: potency means the concentration at half of the fitted maximal effect
Target sequence (P17405 47-631 limits assumed): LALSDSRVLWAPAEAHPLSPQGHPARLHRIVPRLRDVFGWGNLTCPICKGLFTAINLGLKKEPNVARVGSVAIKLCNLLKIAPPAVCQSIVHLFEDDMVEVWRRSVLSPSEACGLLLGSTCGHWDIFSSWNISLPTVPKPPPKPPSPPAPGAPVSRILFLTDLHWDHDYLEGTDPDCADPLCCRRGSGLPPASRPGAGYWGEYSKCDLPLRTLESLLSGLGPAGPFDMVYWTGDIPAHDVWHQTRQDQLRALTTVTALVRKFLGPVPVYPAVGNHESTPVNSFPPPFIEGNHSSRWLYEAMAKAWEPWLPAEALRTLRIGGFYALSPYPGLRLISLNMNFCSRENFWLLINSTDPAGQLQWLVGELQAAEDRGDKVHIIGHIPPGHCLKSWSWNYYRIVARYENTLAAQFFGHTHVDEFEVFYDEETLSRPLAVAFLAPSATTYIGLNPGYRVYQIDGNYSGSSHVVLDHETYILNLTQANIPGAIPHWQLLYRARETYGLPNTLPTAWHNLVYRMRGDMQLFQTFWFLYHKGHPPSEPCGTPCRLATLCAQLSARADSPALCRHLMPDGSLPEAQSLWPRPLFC
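HMU-PC0 cleavage (9 uM final) by human placental ASM, 60 min at 37 °C following 10 min compound exposure at RT; stopped at pH 10, fluorescence Ex 386/Em 447 nm.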
A-T KAP1 phos: candidate therapy for ataxia-telangiectasia; Potency, µM (series often up to 57.5 µM), for inactives: top-dose activation, most hits filed as activators; hit rate 0.19% among 320,000; […] A-T fibroblasts, KAP-1 phosphorylation AlphaLISA; neocarzinostatin DNA damage 30 min before lysis; further: potency means the concentration at half of the fitted maximal effect; % of control where 0% means no effect; nearly all actives have a fitted effect of over 45% in size
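ATM-like activity read as KAP-1 phosphorylation via AlphaLISA donor/acceptor antibody pairs after lysis and 6 hr at 25C. Cells were ATM-null patient fibroblasts ([…], hTERT), dosed 60 min, then exposed to the DSB inducer NCS for 30 min.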
TSHR antagonist: blocks TSH signaling through the human TSH receptor; P16473; TSHR-expressing cells, TSH-stimulated cAMP HTRF, 2 h; active compounds read low; activity change, negative = inhibition, % at 11.5 µM; hit rate 0.2% among 330,000; AID 504810;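 active means activity change below a set negative limit, meaning inhibition stronger than a set level, cut at about -70% in these data; inconclusive means activity change between two set negative limits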; further: on the % scale 0 is the no-effect control and ±100 the full control effect
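Cell-based HTRF cAMP assay; TSHR cells + compound, TSH EC80 (4nM final), 2 h, 37 deg C. Lysis with anti-cAMP cryptate and cAMP-d2, 30 min RT, read 665/620 nm.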
* marks the source's active call; other numbers are inactive results; i = inactive; ? = inconclusive; . = no result given; [ ] = remark or other dose. Unless noted, the call rests on the fitted dose curve; in most records, active means well fitted curve in the direction sought with a large enough effect; inconclusive means small, poorly fitted or top-dose-only effect, or another doubt; inactive means no such curve, though single readings can be large; an effect the other way counts as inactive or inconclusive. A portion of the library; count on the stated rates, not on these rows.

Results follow in this order: Menin-MLL TR inh	Mito fusion act	CXXC DNA block	a7 integrin act	PTAP TSG101 blk	MBNL1 CUG block	TCR act	S-ASM inh	A-T KAP1 phos	TSHR antagonist
(1) CCn1nnnc1SCC(=O)N1CCCc2ccccc21
  -1%	-5%	8%	-24%	1%	-2%	2%[46.1 µM]	6%	-1%	30
(2) O=S(=O)(/N=C(/c1ccc(Cl)cc1)N1CCOCC1)c1ccc(Cl)cc1
  -25%	-1%	-10%	-2%	2%	-9%	0%	1%	7%	15
(3) O=C(COc1ccc2ccccc2c1)Nc1cccc2cccnc12
  37%[activator]	2%	6%	8%	-5%	-7%	-8%	-5%	16%	-15
(4) CCSc1ncc(CO)c(N)n1
  14%	1%	8%	-13%	-4%	-1%	3%	-3%	1%	12
(5) CC(NC(=O)C1CCN(C(=O)c2cccs2)CC1)c1ccc(S(N)(=O)=O)cc1 (stereo not drawn)
  .	0%	.	-13%	0%	.	2%	7%	6%	-4
(6) CN(C)c1ccc(C=NCCC2(c3ccccc3)CCOC(C)(C)C2)cc1 (stereo not drawn)
  .	-4%	-3%	-5%	2%	9%	5%	0%	8%	-21
(7) CC1CCCC(C)N1CCCNC(=O)Cn1c(=O)c2cccn2c2cccnc21 (stereo not drawn)
  .	7%	-13%	-12%	-6%	2%	6%	10%	?	38
(8) O=C(Nc1nc2ccccc2n1CCN1CCCCC1)C1CCCCC1
  ?	-4%	-9%	-19%	-3%	-4%	1%	15%	6%	-2
(9) Cc1cc(C)cc(C(=O)NCC(=O)NCc2ccc(S(N)(=O)=O)cc2)c1
  -18%	-3%	-20%	-25%	-1%	-5%	-2%	0%	5%	8
(10) CC(=O)N(CCC(Cc1ccccc1)c1ccc2c(c1)OCO2)Cc1ccc(Cl)cc1 (stereo not drawn)
  ?	?	3%	2%	-3%	?	-6%	?	18%	-19
(11) O=C(NCc1ccco1)c1ccc(-c2ccccc2Cl)o1
  14%	0%	-4%	-12%	-1%	6%	-2%	-5%	2%	1
(12) c1ccc2c(N3CCOCC3)c3c(nc2c1)CCC3
  1%	-4%	-7%	15%	-4%	-5%	-2%	0%	1%	3
(13) O=C1c2ccccc2-c2c1cccc2C(=O)N1CCN(C(=O)c2ccco2)CC1
  -4%	-1%	-5%	-33%	1%	?	3%	-1%	-2%	-8
(14) CC(=O)Nc1cc(-n2cnnn2)ccc1C
  -1%	2%	3%	-3%	2%	-6%	1%	4%	2%	17
(15) Cc1ccc(C)c(C(=O)COC(=O)CCCC(=O)Nc2cc(C(F)(F)F)ccc2Cl)c1
  0%	16%	16%	-2%	0%	?	5%[46.1 µM]	0%	1%	-11
(16) CC(=O)Nc1cc(C(=O)N2CCCC2)ccc1S(=O)(=O)c1ccc(C)cc1
  2%	1%	0%	7%	-5%	-3%	0%	6%	5%	4
(17) O=c1c(F)cn(C2CCCO2)c(=O)n1Cc1c(Cl)cccc1Cl (stereo not drawn)
  3%	5%	-5%	-21%	.	-3%	.	-4%	4%	3
(18) Cc1ccc(C(CNC(=O)Nc2cccc(C)c2)N2CCN(C)CC2)cc1 (stereo not drawn)
  ?	-11%	4%	-31%	2%	4%	6%	5%	-1%	23
(19) COCCNc1oc(-c2ccco2)nc1S(=O)(=O)c1ccccc1
  .	5%	-6%	2%	0%	10%	1%	.	13%	-4
(20) CCN=C1SC(CC(=O)NC(N)=O)C(=O)N1CC (stereo not drawn)
  -3%	0%	7%	-36%	-6%	2%	0%	2%	-3%	1
(21) O=C(c1ccc(Sc2ccccc2)c([N+](=O)[O-])c1)N1CCOCC1
  12%	29%	?	-6%	-7%	?	8%	-1%	-4%	2
(22) CNC(=O)COc1ccc(S(=O)(=O)Nc2ccc(OC)cc2)cc1
  4%	-9%	4%	24%	-9%	4%	4%	5%	4%	8
(23) Cc1nc2cc(C(=O)N3CCc4ccccc43)ccc2n1-c1ccc(F)c(F)c1
  1%	15%	-1%	-14%	-3%	5%	5%[46.1 µM]	0%	-3%	0
(24) CCN1CCN(C(=O)CN(c2ccc(F)cc2)S(=O)(=O)c2ccc(OC)c(OC)c2)CC1
  -11%	0%	11%	10%	0%	-8%	3%	-4%	10%	-8
(25) O=C(CSc1ccc(-c2ccccc2)nn1)Nc1ccc2c(c1)OCCO2
  3%	17%	10%	-11%	0%	-5%	-1%[46.1 µM]	-2%	3%	-10
(26) Cc1cc(Br)ccc1OCCNCc1ccccc1
  ?	2%	-5%	13%	-1%	-3%	-4%	-5%	1%	-10
(27) O=C(c1cc(-c2cccc(Cl)c2)on1)N1CCOCC1
  -1%	3%	3%	0%	1%	-5%	-5%	-4%	-3%	11
(28) CSCCC(NC(=O)c1ccco1)C(=O)N(C)CC(=O)Nc1c(Cl)cccc1Cl (stereo not drawn)
  .	-3%	.	-17%	-1%	.	1%	6%	1%	0
(29) COc1ccccc1NC(=O)CNS(=O)(=O)c1ccccc1
  0%	-4%	-9%	6%[7.66 µM]	-5%	-10%	.	3%	15%	20
(30) COc1ccc(C2CC3CC(c4ccccc4)N2O3)cc1 (stereo not drawn)
  5%	0%	-3%	22%	4%	-11%	-3%	5%	-5%	5
(31) CC1(C)NC(=O)N(CC(O)Cn2c3ccccc3c3ccccc32)C1=O (stereo not drawn)
  -7%	-2%	5%	?	-5%	5%	9%	2%	0%	0
(32) CCCCOC(=O)Cn1c(=O)n(CC(=O)OCCCC)c2ccccc21
  ?	0%	38%[activator]	9%	-2%	-9%	-2%	-1%	.	-19
(33) Cc1nc(CC(C)C)cc(C(=O)N2CCCC(CNS(=O)(=O)c3cccs3)C2)n1 (stereo not drawn)
  -2%	-2%	2%	5%	0%	-2%	2%	-1%	-3%	0
(34) CCOc1ccc(CNC(=O)CCCc2cn(C)c3ccccc23)cc1
  ?	1%	5%	-10%	-1%	-3%	2%	-3%	7%	3
(35) CN1C(=O)c2cccc3c(S(=O)(=O)Nc4ccccc4F)ccc1c23
  4%	15%	1%	-23%	-3%	?	-3%	-5%	6%	-17
(36) CN(C)c1ccc(/C=N/NC(=O)c2ccc(-n3cnnn3)cc2)cc1
  .	2%	.	-7%	-5%	.	.	10%	-1%	-11
(37) COc1ccc(-c2noc(CCC(=O)NCCCN3CCN(c4ccc(F)cc4)CC3)n2)cc1
  1%	6%	4%	-24%	-3%	11%	-2%	3%	1%	-6
(38) Cn1c(SCC2CCCCC2)nnc1-c1ccncc1
  10%	2%	4%	12%	0%	-10%	-21%	-7%	0%	-11
(39) Cn1c(SCC(=O)Nc2cc(=O)n(C)c(=O)n2C)nnc1C12CC3CC(CC(C3)C1)C2
  3%	0%	-1%	.	.	-8%	.	.	7%	20
(40) O=S(=O)([N-]c1nc2ccccc2nc1-n1cc[n+](Cc2ccccc2)c1)c1ccccc1
  .	0%	15%	-3%	-9%	59%[activator]	-1%	i	8%	6
(41) COc1cc(C(=O)OCC(=O)Nc2ccc(C(C)=O)cc2)ccc1OCC(=O)N1CCOCC1
  0%	-3%	16%	-1%	-1%	.	2%[46.1 µM]	-1%	7%	38
(42) COc1ccc(S(=O)(=O)N2CCCC2C(=O)Nc2nccs2)cc1 (stereo not drawn)
  11%	0%	-9%	3%	-1%	11%	-5%	0%	.	.
(43) CC(C)CN(CC(C)C)c1nn[nH]n1
  .	.	.	13%	-4%	.	-1%	4%	.	.
(44) O=C(/C=C(\O)c1ccc(Cl)cc1)C(=O)NNC(=O)C(O)(c1ccccc1)c1ccccc1
  ?	11%	22%	2%	-1%	-1%	5%	-18%	-8%	-4
(45) COc1cccc(CNC(=O)C(=O)NCCC2CCCCN2S(=O)(=O)c2cccs2)c1 (stereo not drawn)
  .	6%	.	-4%	-2%	.	-1%	.	-1%	6
(46) Cc1cc(NC(=O)C(C)C)ncc1NC(=O)c1ccco1
  -24%	-3%	12%	.	.	-4%	.	.	-4%	-5
(47) CN1CCc2nc(SCc3ccc(C(C)(C)C)cc3)c(C#N)cc2C1
  4%	-18%	-8%	-42%	-13%	6%	0%	1%	-4%	-2
(48) COc1ccc(C(=O)N/N=C2\CCS(=O)(=O)c3ccc(F)cc32)cc1OC
  .	-3%	-1%	-26%	-2%	16%	-3%	-1%	-10%	-4
(49) COc1ccc(C(CNC(=O)c2cc(S(=O)(=O)NCc3ccco3)ccc2C)N(C)C)cc1 (stereo not drawn)
  .	.	.	1%	-2%	.	13%	9%	-4%	.
(50) COc1ccc(OC)c(NC(=O)CSc2nnc(C3CCCCC3)n2N)c1
  .	-4%	.	5%	-1%	.	-2%	7%	6%	-3
